Xi reactivation: reactivates the inactive X chromosome in mouse fibroblasts; 360,000 tested, 0.055% active; XiGFP mouse fibroblasts, % GFP-positive cells imaging, 3 d; cells co-treated with 5-aza-dC sensitizer; scaled so ellipticine positive control = 100%; AID 743238; activation, % at 7.58 µM;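 active = mean normalized replicate activation at least 10% and every replicate at or above 10%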;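 also: 0% = median of on-plate neutral control wells and 100% = ellipticine 6 µM median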
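Assay system: SV40-immortalized XiGFP fibroblast cells, line 68-5-11; buffer or medium: DMEM plus 5-aza-dC sensitizer; compound: one concentration, pinned; timing: compounds 3 days, fix/stain 15 min at room temperature; benchmarks: positive control ellipticine, 6 µM final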
RAD54 branch: RAD54 (human) branch migration inhibition. AID 602329. inhibition, % at 10.4 µM. 360,000 tested, 0.14% active. RAD54 Holliday junction branch migration, FAM/BHQ fluorescence. Q92698;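 active = mean normalized replicate activity at least 40 and at least half of replicates scoring 40 or more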;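 also: 0% = median of neutral control wells and 100% = median of positive control wells; inhibitors cause a drop in the FAM fluorescence signal; in these data hits start at about 50%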
E-sel inducer: induces E-selectin expression in human endothelial cells; HUVEC E-selectin immunofluorescence imaging; normalized: neutral wells 0, TNF-alpha wells 100; 260,000 tested, 0.37% active; AID 686992; activation, % at 7.58 µM;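 active = mean E-selectin-positive cell signal at least 10% of the positive control, reached in at least 60% of replicates, without over 20% cell loss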;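 also: in these data hits start at about 27%; measured in HUVEC primary endothelial cells; signal is the percent of cells scored E-selectin positive by PE staining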
Target sequence (P16581 whole entry, looked up): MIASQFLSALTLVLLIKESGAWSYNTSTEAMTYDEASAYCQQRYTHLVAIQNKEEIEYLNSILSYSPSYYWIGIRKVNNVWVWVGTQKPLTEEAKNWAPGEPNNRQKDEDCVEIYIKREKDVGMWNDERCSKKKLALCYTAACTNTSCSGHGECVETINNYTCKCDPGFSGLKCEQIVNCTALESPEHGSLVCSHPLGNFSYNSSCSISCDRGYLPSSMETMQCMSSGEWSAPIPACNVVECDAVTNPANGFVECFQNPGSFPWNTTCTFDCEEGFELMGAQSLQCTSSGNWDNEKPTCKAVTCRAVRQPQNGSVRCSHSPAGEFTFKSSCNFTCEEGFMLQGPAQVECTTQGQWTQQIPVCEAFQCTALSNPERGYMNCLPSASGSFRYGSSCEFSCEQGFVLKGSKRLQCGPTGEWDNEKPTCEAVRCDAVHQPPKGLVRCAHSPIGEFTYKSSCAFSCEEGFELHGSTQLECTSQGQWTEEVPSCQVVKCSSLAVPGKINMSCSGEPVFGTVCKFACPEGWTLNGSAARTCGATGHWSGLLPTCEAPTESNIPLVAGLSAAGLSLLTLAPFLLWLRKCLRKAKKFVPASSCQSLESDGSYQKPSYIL
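Assay system: HUVEC, human umbilical vein endothelial cells / Amount: 3,000 HUVEC/well / Controls: TNF-alpha positive control, DMSO neutral control / Compound dosing: single concentration / Medium: EGM-2 over gelatin coat / Evaluation: percent E-selectin-positive cells / Signal: immunofluorescence imaging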
ERAP1 inh: blocks human ERAP1 aminopeptidase activity; Q9NZ08; recombinant ERAP1, Leu-AMC fluorescence, 60 min; inhibition, % at 10.7 µM; 340,000 tested, 0.15% active;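 active = mean replicate inhibition of at least 30%, or all replicates individually reaching that 30% level; inactive = mean below 30% and not every replicate reaching it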;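 also: 0% = neutral control wells and 100% = L-leucinethiol positive control wells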
RAD52 inh: inhibitors of human RAD52 DNA annealing | P43351 | AID 651710 | inhibition, % at 18.7 µM | recombinant RAD52 DNA annealing, FRET fluorescence | 360,000 tested, 0.46% active;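 active = every replicate showing at least 50% inhibition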
esBAF inh: SWI/SNF esBAF complex inhibition. mouse ES cells, Bmi1-luciferase knock-in reporter, 24 h; 100% = twice the neutral-well signal. reporter increase, % at 12.5 µM. 350,000 tested, 2% active; in the data active = activation above about 40%;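 also: 0% = median of the plate's neutral control wells and 100% = double that signal; a rise in the Bmi1 reporter signal indicates esBAF inhibition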
ERp5 inh: blocks human ERp5 reductase activity on insulin; inhibition, % at 9.99 µM; AID 651711; 350,000 tested, 0.05% active; ERp5 insulin aggregation, absorbance 650 nm, 90 min;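 active = mean replicate inhibition above about 25%, with every replicate also reaching it, limit read from the data, passing the limit was not always enough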
Target sequence (Q15084 whole entry, looked up): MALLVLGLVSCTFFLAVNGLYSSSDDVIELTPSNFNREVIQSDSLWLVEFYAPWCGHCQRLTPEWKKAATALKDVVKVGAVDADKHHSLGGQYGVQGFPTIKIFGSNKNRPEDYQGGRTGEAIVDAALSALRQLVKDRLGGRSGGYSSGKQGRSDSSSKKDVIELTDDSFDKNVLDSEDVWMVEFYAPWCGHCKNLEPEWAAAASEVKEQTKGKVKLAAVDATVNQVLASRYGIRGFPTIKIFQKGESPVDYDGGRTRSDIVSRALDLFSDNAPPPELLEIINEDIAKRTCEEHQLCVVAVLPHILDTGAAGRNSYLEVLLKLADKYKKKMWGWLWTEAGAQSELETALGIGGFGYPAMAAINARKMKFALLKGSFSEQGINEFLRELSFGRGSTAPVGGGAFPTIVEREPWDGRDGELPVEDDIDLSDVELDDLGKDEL
S100A4 inh HTS: inhibitors of human S100A4 binding to myosin IIA peptide. AID 652163. P26447. S100A4/TAMRA-MyoIIA peptide fluorescence polarization. 360,000 tested, 0.14% active. inhibition, % at 10.7 µM;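 active = mean inhibition of at least 70% across replicates, with every replicate also reaching that level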
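Material: human S100A4 monomer with TAMRA-labelled myosin IIA peptide; buffer or medium: HEPES pH 7.2 with CaCl2, KCl, NaCl, DTT, Triton; compound dosing: one concentration per compound; schedule: 5 min incubation before reading; benchmarks: neutral control DMSO, positive control TFP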
* hit, by the source's call; . = not tested or not shown; & = joins results of further samples. No enrichment for hits; overall some 2.5% were active at least once.

nr | SMILES | Xi reactivation | RAD54 branch | E-sel inducer | ERAP1 inh
1 | Cc1nc(N2CCOCC2)nc(N2CCC(C)CC2)c1[N+](=O)[O-] | 0.0 | . | . | 3.6
2 | O=C(Nc1nnc(C2CC2)s1)c1cc(Cl)sc1Cl | 0.0 | 11.4 | -0.6 | -2.0
3 | CCN(CC)CCNC(=O)CNC(=O)c1nn(-c2ccc(OC)c(OC)c2)c(=O)c2ccccc12 | 0.0 | -1.4 | 0.1 | 0.3
4 | COc1cc(NC(=O)c2cccs2)ccc1NC(=O)c1cc2ccccc2o1 | 0.0 | . | 19.9 | 5.1
5 | Cc1c(S(=O)(=O)Nc2ccc3c(c2)OCCO3)cnn1C | 0.1 | . | . | 3.2
6 | CNC[C@H]1OCCCC[C@H](C)Oc2ccc(NS(=O)(=O)c3ccc(Cl)cc3)cc2C(=O)N([C@@H](C)CO)C[C@@H]1C | -0.8 | 2.0 | 0.1 | 1.9
7 | Cc1ccc(S(=O)(=O)N[C@H]2CC[C@H](CCNC(=O)c3ccccc3F)O[C@@H]2CO)cc1 | -0.3 | 2.8 | 0.0 | -1.4
8 | COc1ccc(N2CCN(CC(=O)N3c4ccccc4CC3C)CC2)cc1 (configuration not stated) | 0.2 | 0.7 | -0.1 | 0.0
9 | COc1ccc(OC)c(CC(=O)NC(c2ccccc2)c2ccccc2)c1 | 0.1 | -5.3 | . | -2.8
10 | O=C(CCN1C(=O)COc2ccccc21)NCCN1CCc2ccccc2C1 | . | 3.0 | . | -7.6

nr | RAD52 inh | esBAF inh | ERp5 inh | S100A4 inh HTS
1 | 3.0 | . | . | 67.6
2 | -15.8 | 27.4 | -4.4 | -1.4
3 | -20.0 | -3.7 | 5.6 | -0.6
4 | -14.3 | . | 0.3 | 0.1
5 | -1.2 | . | -7.4 | 0.9
6 | -194.9 | -0.7 | 2.4 | -5.6
7 | 8.5 | 7.6 | -7.1 | 0.0
8 | -9.0 | -3.1 | 3.6 | 25.3
9 | -21.9 | -6.3 | -2.3 | -22.4
10 | -5.6 | -4.8 | 5.0 | 1.2

Remaining list, next part
nr | SMILES | Xi reactivation | RAD54 branch | E-sel inducer | ERAP1 inh
11 | CC(C)C[C@H](NC(=O)c1[nH]cnc1C(=O)N[C@@H](C)C(=O)OCc1ccccc1)C(=O)OC(C)(C)C | 0.1 | -6.5 | -0.1 | -2.6
12 | C[C@@H]1CN([C@H](C)CO)C(=O)c2cc(NC(=O)C3CC3)ccc2O[C@H]1CN(C)S(=O)(=O)c1ccccc1 | 0.3 | 4.0 | -0.1 | 0.2
13 | C[C@H](CO)N1C[C@H](C)[C@H](CN(C)C(=O)NC2CCCCC2)Oc2c(NC(=O)C3CCCCC3)cccc2C1=O | 0.0 | 0.5 | -0.1 | -1.0
14 | Cc1noc(C)c1CSCC(=O)Nc1nc2ccc(S(C)(=O)=O)cc2s1 | 0.0 | -9.0 | . | 0.8
15 | NC(=O)c1cc(Cc2ccccc2)sc1NC(=O)c1ccco1 | . | 10.9 | . | -3.9
16 | COc1ccc(CNC(=O)COC(=O)CCC(=O)c2cccs2)cc1 | 2.8 | -5.7 | -0.7 | .
17 | CC(=O)c1ccc(-c2ccc(C(=O)NCC(c3ccco3)N(C)C)o2)cc1 (configuration not stated) | 0.1 | 12.1 | -0.2 | -3.2
18 | Cc1ccccc1NC(=S)c1ccc2ccccc2n1 | 0.0 | -3.3 | . | -2.5
19 | O=C(C1CCC1)N1CCCCN2[C@H](CO)[C@@H](c3ccc(-c4ccncc4)cc3)[C@H]2C1 | 0.0 | -3.5 | -0.3 | .
20 | CN(C)C(=O)C[C@H]1CC[C@H](NC(=O)C2CCOCC2)[C@H](CO)O1 | -0.1 | -3.7 | -0.2 | 4.6

nr | RAD52 inh | esBAF inh | ERp5 inh | S100A4 inh HTS
11 | -7.4 | -1.4 | -7.9 | 47.2
12 | 3.0 | 0.3 | -3.1 | 1.2
13 | -6.1 | 0.4 | -6.6 | 1.1
14 | -27.7 | -4.4 | -0.9 | -15.9
15 | -21.3 | 85.4* | -9.5 | -0.9
16 | -15.6 | -4.8 | -8.6 | 3.6
17 | -27.7 | 80.4* | -0.6 | -0.7
18 | -8.5 | 70.0* | 4.7 | -3.0
19 | . | -1.2 | -5.2 | .
20 | -1.7 | 3.1 | 0.4 | 1.8

Next structures follow:
nr | SMILES | Xi reactivation | RAD54 branch | E-sel inducer | ERAP1 inh
21 | CC1CC(C)(C)NC(=S)N1CCC(=O)NCCc1ccc(Cl)cc1 (configuration not stated) | 0.0 | -2.9 | . | 0.0
22 | COc1ccc(-c2ccc3oc(-c4ccsc4)cc3c2)cc1 | -0.4 | 0.7 | 0.0 | .
23 | O=S(=O)(NC1CCCCC1Oc1ccccc1)c1ccc(Cl)cc1 (configuration not stated) | 1.1 | -12.2 | . | 1.3
24 | C[C@@H]1CN([C@@H](C)CO)C(=O)CCCn2nncc2CO[C@H]1CN(C)S(=O)(=O)c1ccc(Oc2ccccc2)nc1 | 0.2&-0.1 | 5.2&-6.0 | . | 5.5&-2.0
25 | O=C(O)c1ccccc1C(=O)NC1CCCc2ccccc21 (configuration not stated) | 0.0 | 4.0 | . | -1.4
26 | O=C(c1oc(=O)c2ccccc2c1-c1ccccc1)N1CCN(C2CCCCC2)CC1 | 0.2 | 7.0 | 0.0 | .
27 | Nc1cc(-c2ccc(Br)cc2)nc2cc(-c3ccccc3)nn12 | 0.0 | . | . | -3.7
28 | C=CCn1cnc2c(c1=O)c1nc3ccccc3nc1n2/N=C/c1cccc(OC)c1OC | . | 9.2 | . | -0.7
29 | C[C@@H]1CN([C@H](C)CO)S(=O)(=O)c2ccc(C#CC(C)(C)O)cc2O[C@H]1CN(C)C(=O)C1CCC1 | -0.2 | -4.1 | -0.5 | 2.8
30 | COC(=O)C(NC(=O)c1cccnc1Cl)C(C)C (configuration not stated) | 0.2 | . | 0.1 | 2.1

nr | RAD52 inh | esBAF inh | ERp5 inh | S100A4 inh HTS
21 | -8.9 | -4.7 | 2.3 | -4.4
22 | -0.4 | 63.7* | 2.1 | -9.2
23 | 19.9 | . | -3.6 | -1.6
24 | -3.5&0.6 | -3.3&-4.0 | 3.6&5.7 | -5.1&1.9
25 | -15.3 | -0.3 | 2.3 | -4.0
26 | 0.7 | -3.3 | 1.1 | -1.7
27 | -7.7 | -2.1 | -4.2 | 0.5
28 | -12.1 | 18.3 | 3.6 | 0.8
29 | 2.8 | 1.3 | -6.2 | 0.0
30 | -12.9 | . | 0.1 | -5.8

New compounds follow.
nr | SMILES | Xi reactivation | RAD54 branch | E-sel inducer | ERAP1 inh
31 | CCc1noc(C)c1C(=O)NNC(=O)COc1ccc(C)c(C)c1 | 0.0 | . | . | 6.9
32 | O=C(NCc1csc(-c2cccs2)n1)Nc1cccc(Cl)c1 | -0.1 | . | 0.2 | -1.1
33 | O=C(N/N=C/c1ccco1)c1cc(C2CC2)[nH]n1 | 0.2 | -0.1 | -0.1 | -4.5
34 | Cc1ccc(-c2nn(CCC(=O)NC(C)C)c(=O)c3ccccc23)cc1 | 0.1 | -10.0 | . | -0.9
35 | Cc1nnc2sc(SCC(=O)N3CCc4ccccc43)nn2c1=O | 0.0 | 4.0 | 2.5 | .
36 | COc1ccccc1C(=O)NCCCN1CCCC1=O | . | . | . | -0.9
37 | O=C(NCC(c1ccco1)N1CCCC1)c1cccc(S(=O)(=O)N2CCOCC2)c1 (configuration not stated) | 0.1 | -0.3 | 6.4 | -1.0
38 | C#CC(C)(C)NC(=S)NC1CC2C=CC1C2 (configuration not stated) | 0.0 | . | 0.1 | 1.7
39 | O=C(Nc1cccc(Cl)c1)c1cccnn1 | 0.1 | 12.2 | 0.2 | -1.1
40 | C[C@@H]1CCCCO[C@@H](CN(C)C(=O)CCCN(C)C)[C@H](C)CN([C@@H](C)CO)C(=O)c2cc(NC(=O)C3CCCCC3)ccc2O1 | -0.2 | 0.1 | 0.2 | -1.3

nr | RAD52 inh | esBAF inh | ERp5 inh | S100A4 inh HTS
31 | -3.3 | 6.6 | -6.3 | -16.7
32 | 1.6 | . | 0.3 | 1.2
33 | -8.4 | . | 5.8 | -8.1
34 | -6.1 | 0.3 | 0.2 | 1.3
35 | -5.9 | -4.1 | -1.3 | -9.4
36 | -11.9 | . | 1.8 | -4.6
37 | -29.9 | -1.3 | 2.4 | 4.1
38 | -3.1 | . | 2.5 | -0.2
39 | -1.6 | 15.5 | 0.9 | 0.5
40 | 5.3 | -0.6 | -2.5 | 2.4

The results go on:
nr | SMILES | Xi reactivation | RAD54 branch | E-sel inducer | ERAP1 inh
41 | O=C(Nc1ccc(F)cc1)N[C@H]1CC[C@@H](CCn2cc(-c3ccccc3F)nn2)O[C@@H]1CO | 0.6 | 0.1 | -0.3 | -0.8
42 | CC(=O)C1=C(C)Nc2ncnn2C1c1ccc(Cl)cc1Cl (configuration not stated) | . | 4.6 | . | 0.1
43 | COc1ccccc1NC(=O)N[C@H]1CC[C@@H](CC(=O)N[C@@H](C)c2ccccc2)O[C@H]1CO | 1.0 | 6.1 | -0.5 | 2.2
44 | S=C1NC(c2ccccc2)=NCN1c1ccc(Br)cc1 | . | -10.1 | . | 1.2
45 | CC(Sc1nnc(-c2ccco2)o1)C(=O)Nc1ccc(OC(F)F)cc1 (configuration not stated) | 0.0 | -4.6 | . | 3.4
46 | Cc1onc(-c2ccccc2)c1C(=O)N1CCN(S(=O)(=O)c2ccc(Cl)cc2)CC1 | 0.0 | . | 0.0 | 0.4
47 | O=C(COC(=O)c1cccc([N+](=O)[O-])c1)Nc1ncc(Br)s1 | 0.1 | -2.9 | -0.1 | -0.3
48 | CCN(CC)C(=O)c1cccc(-c2csc(C(O)c3ccc(F)c(F)c3)n2)c1 (configuration not stated) | 0.3 | -3.2 | 0.3 | 0.6

nr | RAD52 inh | esBAF inh | ERp5 inh | S100A4 inh HTS
41 | 3.1 | 3.3 | -4.4 | 13.1
42 | 4.8 | -10.1 | 2.1 | -2.5
43 | 6.3 | -1.8 | 6.1 | -1.8
44 | -1.6 | 30.7 | 0.0 | 4.1
45 | -3.8 | 12.8 | -3.9 | -2.2
46 | -13.0 | 4.3 | -1.7 | 0.4
47 | -19.1 | -11.1 | 2.5 | 17.4
48 | -3.7 | 3.1 | -5.4 | -2.1

Random excerpt: five records from the list.
nr | SMILES | Xi reactivation | RAD54 branch | E-sel inducer | ERAP1 inh
44 | S=C1NC(c2ccccc2)=NCN1c1ccc(Br)cc1 | . | -10.1 | . | 1.2
42 | CC(=O)C1=C(C)Nc2ncnn2C1c1ccc(Cl)cc1Cl (configuration not stated) | . | 4.6 | . | 0.1
46 | Cc1onc(-c2ccccc2)c1C(=O)N1CCN(S(=O)(=O)c2ccc(Cl)cc2)CC1 | 0.0 | . | 0.0 | 0.4
45 | CC(Sc1nnc(-c2ccco2)o1)C(=O)Nc1ccc(OC(F)F)cc1 (configuration not stated) | 0.0 | -4.6 | . | 3.4
41 | O=C(Nc1ccc(F)cc1)N[C@H]1CC[C@@H](CCn2cc(-c3ccccc3F)nn2)O[C@@H]1CO | 0.6 | 0.1 | -0.3 | -0.8

nr | RAD52 inh | esBAF inh | ERp5 inh | S100A4 inh HTS
44 | -1.6 | 30.7 | 0.0 | 4.1
42 | 4.8 | -10.1 | 2.1 | -2.5
46 | -13.0 | 4.3 | -1.7 | 0.4
45 | -3.8 | 12.8 | -3.9 | -2.2
41 | 3.1 | 3.3 | -4.4 | 13.1

Compound activity from PubChem.
